# Tau fibril FP = qHTS for Inhibitors of Tau Fibril Formation, Fluorescence Polarization; K18 P301L tau heparin fibrillization, Alexa594 FP, 6 h; Potency, µM (series often up to 57.7 µM), for inactives: at the highest dose activity, negative = inhibition, actives largely listed as inhibitors; 0.39% of 280,000 active; also: nearly all actives have a fitted effect of over 55% in size
#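 Read-out: fluorescence polarization of Alexa 594-labeled tau (0.24 uM), 555 nm excitation, 632 nm emission. Mixtures held 15 uM unlabeled K18 P301L, compound and 20 uM heparin, pH 7 acetate buffer, incubated 6 hr at 37 C.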
# RGS12 GoLoco inh = qHTS Assay for Inhibitors of RGS12 GoLoco Motif Activity (Red Fluorophore); Guanine nucleotide-binding protein G(i) subunit alpha-1 (Homo sapiens), P63096; 0.44% of 230,000 active; Gai1:RGS12 GoLoco peptide FP, rhodamine, 10 min; AID 880, 2007; Potency, µM (titrated, usually from 61.6 µM), inactives show top-dose activity, negative = inhibition, most hits filed as inhibitors; active = well fitted inhibition curve with a large enough effect, not every such curve was filed as active; inactive = no such curve, though single readings can be large or run the other way; also: nearly all actives have a fitted effect of over 30% in size; many of its hits are not listed in these tables
# Target sequence (P63096 whole entry, looked up): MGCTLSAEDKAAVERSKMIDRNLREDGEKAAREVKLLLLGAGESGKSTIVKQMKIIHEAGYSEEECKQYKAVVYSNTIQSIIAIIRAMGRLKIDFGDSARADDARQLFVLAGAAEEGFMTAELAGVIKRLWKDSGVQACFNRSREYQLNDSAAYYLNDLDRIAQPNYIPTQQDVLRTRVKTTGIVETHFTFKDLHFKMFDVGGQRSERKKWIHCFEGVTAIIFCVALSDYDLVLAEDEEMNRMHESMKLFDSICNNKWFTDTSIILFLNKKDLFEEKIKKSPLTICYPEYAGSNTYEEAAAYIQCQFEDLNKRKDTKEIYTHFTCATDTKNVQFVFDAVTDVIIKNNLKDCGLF
# KDM4E inh = qHTS Assay for Inhibitors of Human Jumonji Domain Containing 2E (JMJD2E). AID 2147, 2009. Lysine-specific demethylase 4E (Homo sapiens), B2RXH2. 1.6% of 230,000 active. Potency, µM (doses to about 57.1 µM), for inactives: at the highest dose activity change, negative = inhibition, actives largely listed as inhibitors. JMJD2E catalytic domain, FDH-coupled NADH fluorescence (FDH is formaldehyde dehydrogenase); active = well fitted inhibition curve with a large enough effect, not every such curve was filed as active; inconclusive = small, poorly fitted or top-dose-only effect, or another doubt; inactive = no such curve, though single readings can be large or run the other way;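 also: 0% = wells with enzyme and -100% = buffer wells without enzyme; nearly all actives have a fitted effect of over 50% in size; many of its hits are not listed in these tables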
# TR SRC2 fluor cs = Total Fluorescence Counterscreen for Inhibitors of the Interaction of Thyroid Hormone Receptor and Steroid Receptor Coregulator 2; TRb/SRC2 Texas Red total fluorescence interference; 0.29% of 280,000 active; Potency, µM (doses to about 106 µM), for inactives: top-dose fluorescence change, negative = quenching; active = well fitted curve in either direction with a large enough effect; inconclusive = small, poorly fitted or top-dose-only effect
#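 Flags fluorescent or light-absorbing compounds by total fluorescence, S + 2P, at 555 nm excitation and 632 nm emission. Mixture: 20 nM Texas Red SRC2 peptide, 0.6 uM human TRb LBD, 1 uM T3, 5% DMSO; compound exposure 5 h at ambient temperature.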
# L3MBTL1 block = qHTS Assay for the Inhibitors of L3MBTL1; AlphaScreen L3MBTL1–H3K9me1 peptide binding; 0.66% of 230,000 active; Potency, µM (top dose mostly 57.1 µM), for inactives: top-dose activity, negative = inhibition, most hits filed as inhibitors; Lethal(3)malignant brain tumor-like protein 1 (Homo sapiens), Q9Y468; also: nearly all actives have a fitted effect of over 60% in size
#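 L3MBTL1 (50 nM) pre-complexed 30 min with biotinylated H3(1-15)K9me1 peptide (75 nM), then compounds added for 30 min at room temperature; AlphaScreen streptavidin donor/nickel chelate acceptor beads (10 ug/mL final) read after 30 min dark incubation.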
# TRb SRC2 PPI = qHTS for Inhibitors of the Interaction of Thyroid Hormone Receptor and Steroid Receptor Coregulator 2; Thyroid hormone receptor beta (Homo sapiens), P10828; Potency, µM (titrated, usually from 106 µM), without a hit: top-dose activity change, negative = inhibition, usual class: inhibitors; TRbeta-SRC2 peptide binding, fluorescence polarization; receptor liganded with 1 µM T3; 0.065% of 280,000 active; AID 1469, 2008;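 also: plate controls were bound peptide for no effect and peptide without receptor for full effect; nearly all actives have a fitted effect of over 50% in size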
#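 Decrease in fluorescence polarization of 20 nM Texas Red SRC2 coactivator peptide flagged inhibition of its binding to 0.6 uM TRb LBD; 1 uM T3 included, incubation 5 hr, ex 555/em 632 nm.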
# Tau ThT inhib = qHTS for Inhibitors of Tau Fibril Formation, Thioflavin T Binding; Microtubule-associated protein tau (Homo sapiens), P10636; recombinant tau K18 P301L (four-repeat tau fragment), heparin-induced fibrillization, ThT fluorescence; Potency, µM (highest dose often 57.4 µM), inactives show at the highest dose activity, negative = inhibition, actives largely listed as inhibitors; 2.1% of 270,000 active; also: nearly all actives have a fitted effect of over 55% in size
#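 Aggregation was driven by heparin (20 uM final) acting on recombinant tau […] bearing P301L in 100 mM sodium acetate pH 7; fibrils were detected with Thioflavin T.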
# RECQ1 helicase = qHTS Assay for Inhibitors of RecQ-Like Dna Helicase 1 (RECQ1). RECQ1 DNA unwinding, red fluorescence kinetic read. Potency, µM (top dose mostly 57.3 µM), without a hit: at the top dose activity, negative = inhibition, usual class: inhibitors. 0.54% of 240,000 active. AID 2549, 2010;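 also: plate controls were vehicle for no effect and no enzyme for full effect; nearly all actives have a fitted effect of over 30% in size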
# Target sequence (P46063 whole entry, looked up): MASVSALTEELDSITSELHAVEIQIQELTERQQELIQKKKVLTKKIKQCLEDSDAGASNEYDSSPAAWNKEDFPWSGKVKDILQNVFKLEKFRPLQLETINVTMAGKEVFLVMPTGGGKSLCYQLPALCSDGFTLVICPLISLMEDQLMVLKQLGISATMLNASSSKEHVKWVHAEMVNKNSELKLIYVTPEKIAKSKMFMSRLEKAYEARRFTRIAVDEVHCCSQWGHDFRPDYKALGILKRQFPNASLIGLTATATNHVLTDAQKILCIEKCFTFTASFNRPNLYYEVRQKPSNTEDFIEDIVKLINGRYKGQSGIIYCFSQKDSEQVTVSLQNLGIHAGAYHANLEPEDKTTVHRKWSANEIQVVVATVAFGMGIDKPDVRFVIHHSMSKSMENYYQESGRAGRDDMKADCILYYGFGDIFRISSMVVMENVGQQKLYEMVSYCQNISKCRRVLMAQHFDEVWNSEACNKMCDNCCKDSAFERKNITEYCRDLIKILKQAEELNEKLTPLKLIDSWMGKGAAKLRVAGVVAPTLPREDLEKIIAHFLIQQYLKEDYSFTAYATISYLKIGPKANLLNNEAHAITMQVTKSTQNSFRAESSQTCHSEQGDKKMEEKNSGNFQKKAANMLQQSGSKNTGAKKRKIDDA
#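 50 nM RECQ1T1 preincubated 15 min with compound in Tris pH 8.0 buffer with MgCl2, DTT, Tween-20 and 2.5 ug/ml poly(dI-dC); started with 200 nM TAMRA/BHQ-2 forked duplex and 2 mM ATP. Unwinding read as fluorescence (525/598 nm), two reads 2 h apart.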
# Active calls of the source: *; i = inactive; ? = inconclusive; . = no result given; & = joins results of further samples; [ ] = another dose, or the depositor's remark. Unless noted, calls follow the shape of the dose curve; as a rule, active = well fitted curve in the direction sought with a large enough effect; inconclusive = small, poorly fitted or top-dose-only effect, or another doubt; inactive = no such curve, though single readings can be large; an effect the other way counts as inactive or inconclusive. Unless noted, % is scaled to controls: 0 for no effect and ±100 for the full control effect; potency is read from the fitted curve at half-maximal effect. A portion of the library, so the mix of outcomes need not match the whole.
structure | Tau ThT inhib | RGS12 GoLoco inh | Tau fibril FP | TR SRC2 fluor cs | RECQ1 helicase | KDM4E inh | TRb SRC2 PPI | L3MBTL1 block
COc1ccccc1N(CC(=O)Nc1ccccc1C(F)(F)F)S(=O)(=O)c1ccc(C)cc1 | -7.5% | . | 4.5% | -3.2% | . | . | 7.5% | .
O=C(O)Cc1ccc(NC(=O)C2CCCCC2C(=O)O)cc1 (stereo unspecified) | -0.3% | 0.6% | -3.4% | 1.7% | -3.1% | 6.1% | -1.9% | 1.2%
CCCOc1ccc(C(=O)C(c2ccccc2)N2CCOCC2)cc1 (stereo unspecified) | 10.8% | -24.4% | 1.6% | -2.1% | 21.3% | 2.6% | -18.1% | .
CCCCCC(=O)/C=C/C=C\C/C=C\C/C=C\CCCC(=O)O | -4.0%&-6.2% | 4.8%&2.5% | 2.0%&-2.1% | -1.3%&-0.8% | 1.6%&-18.6% | 0.7% | -1.9%&3.7% | .
CC(CCc1ccccc1)NC(=O)C(=O)Nc1ccccc1 (stereo unspecified) | 1.3% | 5.4% | 0.2% | 2.2% | -0.5% | 3.6% | -2.1% | 2.0%
Cc1cc(C)nc(N2CCCC(C(=O)NC(C)C)C2)n1 (stereo unspecified) | -4.6% | 8.2% | -1.6% | -1.4% | i | ? | 7.4% | 5.6%
Cc1sc2ncnc(N3CCCCC3)c2c1C | -5.9% | -9.2% | 1.6% | -0.6% | -9.5% | -2.0% | -5.4% | .
Cc1c(NS(=O)(=O)c2ccc(NC3CCCC3)c([N+](=O)[O-])c2)c(=O)n(-c2ccccc2)n1C | ? | 1.3% | 3.7% | 4.8% | 1.9% | -9.0% | -4.7% | -7.2%
CCOc1ccc(NC(=O)Cn2cc(C(=O)c3ccc(C)cc3)c(=O)c3cc4c(cc32)OCCO4)cc1 | ? | . | -14.7% | 0.3% | . | . | 1.9% | .
C[C@@H]1C[C@@H]2OC(=O)[C@]3(C)[C@H]2[C@@H](OC3(C)O)[C@]2(C)C(=O)CC[C@H]12 (stereo partly specified) | 8.6% | 2.5% | -1.3% | -3.9% | i | 7.6% | 2.1% | .
C=CCn1sc(=N)c(C#N)c1N | -6.4% | 0.0% | 4.2% | -2.4% | i | 6.4% | -10.0% | 4.1%
COc1ccccc1CNC(=O)c1ccc2c(c1)nc(C)n2-c1cccc(C)c1 | -9.1% | . | 5.8% | -0.4% | . | . | 3.4% | .
O=C(NN=C1C2CC3CC(C2)CC1C3)c1ccncc1 | -4.4% | 5.7% | -2.6% | -2.3% | 15.4% | 69.2%[activator] | 5.3% | -4.8%
CCCCOC(=O)c1c(C)oc2ccc(NS(=O)(=O)c3ccc4c5c(cccc35)C(=O)N4)cc12 | ? | 12.1% | -1.9% | -4.9% | -9.1% | ? | -4.6% | .
CCn1nnc(NC(=O)c2cc(Cl)c(OC)c(Cl)c2)n1 | -17.6% | 7.7% | -12.4% | 0.6% | i | -2.8% | 0.1% | 2.5%
Cc1sc2ncnc(Sc3nnnn3-c3ccccc3)c2c1C | ? | 6.7% | 3.4% | -1.0% | -10.4% | ? | 4.2% | 5.5%
c1ccc2c3c(cc(N4CCOCC4)c2c1)OC1(N2CCOCC2)CCCCC1O3 (stereo unspecified) | -9.0% | -10.5% | 8.4% | -0.7% | -9.1% | ? | -6.5% | 28.2µM*
Cc1ccc(C2NCCS2)cc1 (stereo unspecified) | 22.4µM* | -3.5% | ? | 1.7% | i | -6.4% | -4.0% | .
COc1cccc(C(=O)Nc2cccc3c2ccc2cccn23)c1 | -7.4% | 11.5% | -4.3% | 0.1% | -21.0% | ? | 5.4% | 3.7%
C=CCc1c(C)nc(C)nc1N/N=C/c1ccccc1 | 0.9% | 9.2% | 0.5% | -1.0% | -1.8% | -4.6% | 5.0% | .
CCOC(=O)N1CCN(C(=O)CCCCCn2c(=S)[nH]c3ccsc3c2=O)CC1 | ? | -1.0% | -9.5% | -2.4% | -5.7% | 5.7% | -3.3% | .
O=C1c2ccccc2NC2(CCCC2)N1NS(=O)(=O)c1ccccc1 | -14.6% | 3.4% | -1.7% | 1.0% | -1.5% | ? | 5.2% | .
Cc1ccccc1Cn1ccc(NC(=O)c2cnn3c2NC(c2ccccc2)CC3C(F)(F)F)n1 (stereo unspecified) | ? | 13.1% | -4.4% | 1.3% | 3.7% | 2.1% | 6.4% | .
CCOC(=O)c1ccc(N2C(=O)CC(N3CCOCC3)C2=O)cc1 (stereo unspecified) | -10.8% | -10.8% | 9.4% | -0.9% | -5.7% | 4.6% | -0.2% | 4.9%
COc1ccc(-c2csc(Nc3ncccc3C)n2)cc1OC | 10µM* | -11.2% | 11.9% | -7.7% | -7.4% | -2.7% | -0.5% | .
O=C(CSc1nnc(COc2ccccc2Cl)o1)NC(=O)NCc1ccco1 | -14.3% | 0.5% | -4.0% | -3.6% | -17.4% | -1.4% | -0.7% | 14.1µM*
O=C(CNC(c1ccccc1)c1ccccc1)Nc1ccccc1-c1ccccc1 | -14.0% | 8.2% | 3.4% | 1.2% | -4.1% | -2.7% | 0.7% | 3.3%
CCOC(=O)CC1C(=O)NCCN1C(=S)Nc1ccccc1 (stereo unspecified) | 0.0% | 5.9% | 8.0% | -2.0% | 1.7% | 2.4% | -10.6% | -6.0%
COc1ccc(-c2nc3n(n2)C(c2ccncc2)C(C(N)=O)=C(C)N3)cc1 (stereo unspecified) | -10.5% | 11.3% | 5.8% | 2.7% | 0.1% | 4.7% | 7.7% | 0.3%
CCn1c(SCc2cccc(F)c2)nc2c(c1=O)SCC2 | -12.0% | 13.7% | 0.6% | -0.2% | -2.8% | -6.3% | -3.4% | .
Cc1cc(/C=N/NC(=O)Cn2c3ccccc3c(=O)c3ccccc32)c(C)n1-c1ccccc1 | ? | 22.9% | 10.3% | -0.8% | -3.0% | ? | -4.4% | -11.0%
CCOc1ccc(NC(=O)CC2NCCNC2=O)cc1 (stereo unspecified) | -17.1% | 2.9% | -3.0% | 0.4% | -3.9% | 2.1% | 7.3% | ?
O=C(CSc1ccccc1)N1CCc2ccccc21 | ? | 8.4% | 14.4% | 1.0% | 1.4% | 5.7% | -4.2% | .
CCSC1=NCCN1C(=O)c1ccc(S(=O)(=O)N(CC)CC)cc1 | -14.5% | 7.5% | -2.0% | -0.7% | i | 2.7% | -1.0% | .
CC(=O)Nc1ccn(Cc2c(F)cccc2Cl)n1 | 1.9% | 3.5% | 4.4% | 0.1% | -3.6% | -2.6% | 3.6% | -1.8%
COc1ccc(-c2cc3ccc(O)c(CN4CCC(C)CC4)c3oc2=O)cc1OC | ? | . | -1.6% | 0.2% | . | . | -7.8% | .
COc1ccc2oc(=O)c(N3C(=O)c4ccccc4C3=O)cc2c1 | . | 9.8% | -7.2% | -1.7% | -0.9% | 8.8% | 7.9% | .
COCCNC(=O)C(C(=O)c1ccc(F)cc1)n1cc(C)ccc1=O (stereo unspecified) | -5.2% | 3.9% | 6.1% | -0.5% | i | -2.6% | 11.7% | 0.5%
C=CCc1cccc(CNc2nc3ccccc3n2CCN2CCOCC2)c1O | 2.7% | 7.8% | 6.9% | -2.8% | -0.1% | 1.1% | -9.2% | -6.8%
COc1cccc(Cn2nc(C(=O)O)c3ccccc3c2=O)c1 | -7.4% | 2.1% | 2.0% | 2.7% | i | 8.1% | -2.2% | 4.7%

# Quoted from the listing.
# In L3MBTL1 block, O=C(O)Cc1ccc(NC(=O)C2CCCCC2C(=O)O)cc1 (stereo unspecified) shows 1.2%
# In Tau ThT inhib, CC(CCc1ccccc1)NC(=O)C(=O)Nc1ccccc1 (stereo unspecified) shows 1.3%

# Some entries already given, showing only Tau ThT inhib:
mol	Tau ThT inhib
CCCCCC(=O)/C=C/C=C\C/C=C\C/C=C\CCCC(=O)O	-4.0%&-6.2%
Cc1sc2ncnc(N3CCCCC3)c2c1C	-5.9%

# The listing continues.
structure | Tau ThT inhib | RGS12 GoLoco inh | Tau fibril FP | TR SRC2 fluor cs | RECQ1 helicase | KDM4E inh | TRb SRC2 PPI | L3MBTL1 block
Cc1c(C(=O)N2CCCC2)sc(NC(=O)c2ccccc2)c1C#N | -14.9% | 0.9% | 7.4% | -4.1% | -4.5% | -8.0% | -19.3% | -0.1%
Cc1ccc([N+](=O)[O-])cc1N/C=C1\CCc2ccccc2C1=O | -1.7% | -12.8% | -2.9% | -4.7% | i | 5.1% | -4.8% | 31.2%[activator]
COc1ccc2c(CC(=O)N(C)CC3COc4ccccc4O3)coc2c1 (stereo unspecified) | ? | 7.6% | 1.9% | 2.6% | -6.6% | ? | -31.0% | .
O=C(Cn1cc(C(=O)c2ccco2)c2ccccc21)NC1CC1 | -5.0% | 9.3% | 0.3% | 0.6% | 3.2% | -4.8% | 0.3% | -2.5%
O=C(CN1CCCN(Cc2ccccc2Cl)S1(=O)=O)Nc1ccc2c(c1)OCCO2 | -1.3% | . | 5.6% | -1.1% | . | . | 2.7% | .
O=C(O)c1cc(-c2ccncc2)nc2ccc(S(=O)(=O)N3CCOCC3)cc12 | -11.0% | -0.2% | 3.8% | -1.1% | -8.6% | -1.2% | -0.2% | -7.4%
COc1ccc(Nc2nc3c(S(=O)(=O)c4ccccc4)nnn3c3ccc(Cl)cc23)cc1 | 10.6% | . | ? | 2.8% | . | . | -8.4% | .
Cc1ccc(NC(=O)c2sccc2-n2cccc2)c(C)c1 | -14.0% | 2.6% | 0.5% | -4.1% | i | -1.6% | -1.9% | .
N#CC(C#N)=CNc1cccnc1 | -0.7% | 0.7% | 8.0% | -3.0% | -2.3% | 2.8% | 1.7% | 7.8%
CCC(=O)N1N=C(c2cccc(NS(C)(=O)=O)c2)CC1c1cccs1 (stereo unspecified) | -4.2% | 19.5% | -9.1% | 1.1% | -2.9% | -13.6% | -5.5% | 0.6%
